# hIAP block = human IAP inhibition | hit rate 0.12% among 330,000 | AID 2544 | purified IAP, CDP-Star luminescence, 30 min | inhibition, % at 10 µM;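 active means inhibition reaching a set limit with compound at 10 µM in the primary screen, cut at about 35% in these data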;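 further: plate controls were DMSO wells with enzyme for no effect and no-enzyme buffer wells for full effect; values of inactives mirror those of a sister screen read the other way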
# Target sequence (P09923 whole entry, looked up): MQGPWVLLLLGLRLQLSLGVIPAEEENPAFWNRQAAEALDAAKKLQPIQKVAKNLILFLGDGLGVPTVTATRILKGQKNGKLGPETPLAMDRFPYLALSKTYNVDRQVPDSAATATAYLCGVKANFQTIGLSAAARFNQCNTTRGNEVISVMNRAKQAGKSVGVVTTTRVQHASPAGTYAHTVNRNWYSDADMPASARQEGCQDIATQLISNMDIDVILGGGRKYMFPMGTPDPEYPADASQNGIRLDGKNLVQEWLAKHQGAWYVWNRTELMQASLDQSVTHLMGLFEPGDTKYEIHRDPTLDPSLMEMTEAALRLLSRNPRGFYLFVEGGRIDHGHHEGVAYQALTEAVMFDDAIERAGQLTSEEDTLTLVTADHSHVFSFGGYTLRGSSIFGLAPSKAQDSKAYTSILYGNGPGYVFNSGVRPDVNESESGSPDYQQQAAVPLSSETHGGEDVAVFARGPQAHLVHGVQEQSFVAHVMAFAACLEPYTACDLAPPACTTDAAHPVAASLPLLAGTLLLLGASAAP
# mIAP activ = increases mouse intestinal alkaline phosphatase activity; muIAP, CDP-Star luminescence, 30 min; hits give high values; 1 = vehicle-only enzyme signal, 0 = enzyme-free wells; activation factor at 10 µM; hit rate 0.24% among 330,000;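 active means activation factor of at least 2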; further: the source names both 10 and 20 µM as test concentration; values of inactives mirror those of a sister screen read the other way
#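 System: Mouse IAP enzyme | Also added: CDP-Star substrate | Dosing: Compounds dispensed in DMSO | Schedule: 30 min enzyme-substrate-compound incubation at room temperature | Technique: Chemiluminescence readout | Control set: DMSO-only wells and no-enzyme negative control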
# ATG4B inh = blocks human ATG4B protease cleavage of LC3 substrate | Q9Y4P1 | ATG4B cleavage of LC3-PLA2, NBD-HPC fluorescence, 1 h | inhibition, % at 8.33 µM | hit rate 0.51% among 340,000; in the data active means inhibition above about 40%
# tim10-1 inh = inhibits growth of tim10-1 mutant yeast. AID 463190. inhibition, % at 20 µM. hit rate 2.2% among 330,000. S. cerevisiae tim10-1 ts strain growth, BacTiter-Glo, 24 h;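 active means inhibition of at least 40%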;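 further: mutant grown at 25 °C; 0% = DMSO wells with yeast and 100% = wells holding no yeast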
# NLRP3 yeast inh = inhibitors of NALP3 inflammasome in yeast | Yeast reconstituted NLRP3/ASC/caspase-1, beta-gal luminescence, 24 h | inhibition, % at 10 µM | hit rate 0.39% among 330,000;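 active means inhibition of 50% or more; inactive means inhibition below 50%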;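 further: plate controls were induced DMSO wells for no effect and uninduced yeast grown without galactose for full effect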
# TIM10 inh = inhibits growth of TIM10 yeast strain; S. cerevisiae TIM10 strain growth, BacTiter-Glo luminescence, 24 h; inhibition, % at 10 µM; hit rate 1.4% among 330,000; AID 463195;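 active means inhibition of 40% or more at the single tested concentration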;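 further: wild-type TIM10 isogenic control strain grown at permissive 25 °C; 0% = DMSO yeast wells and 100% = minimal medium wells without yeast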
# mIAP inh = mouse IAP inhibition; hit rate 0.2% among 330,000; purified mouse IAP, CDP-Star luminescence, 30 min; inhibition, % at 10 µM;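 active means inhibition of at least 40% at 10 µM in the primary screen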;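 further: plate controls were DMSO with enzyme for no effect and no enzyme wells for full effect; values of inactives mirror those of a sister screen read the other way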
# hIAP act = increases human intestinal alkaline phosphatase activity | purified human IAP, CDP-Star luminescence, 30 min; hits give high values; 1 = vehicle-only enzyme, 0 = enzyme-free background | activation factor at 10 µM | hit rate 0.16% among 330,000;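 active means activation factor of the enzyme at least 2-fold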; further: the source names both 10 and 20 µM as test concentration; values of inactives mirror those of a sister screen read the other way
# Apaf-1 inh = inhibitors of human Apaf-1 apoptosome | O14727 | reconstituted apoptosome caspase-3 activity, DEVD-Rh110 fluorescence | inhibition, % at 20 µM | hit rate 0.71% among 330,000; active means inhibition of at least 40% at 20 µM;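 further: plate controls were DMSO wells for no effect and DEVD-CHO caspase inhibitor wells for full effect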
#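 Material: cell-free apoptosome with Apaf-1, procaspase-3 and caspase-9; Buffer or medium: Hepes pH 7.5 with detergent and BSA; Reagent: cytochrome c trigger plus (Z-DEVD)2-Rh110 caspase-3 substrate; Times: compound with Apaf-1, dATP, procaspase-3 30 min, then 50 min reaction, room temperature; Technique: Rh110 fluorescence intensity.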
# Starred values were filed as active, the others as inactive.
# Keys: A = hIAP block; B = mIAP activ; C = ATG4B inh; D = tim10-1 inh; E = NLRP3 yeast inh; F = TIM10 inh; G = mIAP inh; H = hIAP act; I = Apaf-1 inh
Cn1c(=O)n(C)c2cc(/C=N/NC(N)=S)ccc21
  A = -8; B = 0.94; C = 4; D = 4; E = 9; F = 9; G = 6; H = 1.1; I = -5

O=C(c1ccccc1F)N1CCN(S(=O)(=O)c2ccc(S(=O)(=O)N3CCCCC3)cc2)CC1
  A = 11; B = 0.89; C = 0; D = 15; E = 13; F = 13; G = 11; H = 0.89; I = -4

Cc1ccc(NC(=O)CN2C(=O)N/C(=C\c3cccnc3)C2=O)cc1
  A = 9; B = 1.1; C = -6; D = -28; E = 18; F = -27; G = -15; H = 0.91; I = -1

Cc1cccc(C)c1NC(=O)COC(=O)CCc1ccc(S(=O)(=O)N2CCCCC2)cc1
  A = -4; B = 1.1; C = -3; D = 1; E = 17; F = -12; G = -8; H = 1; I = 19

COc1ccc(-c2cc(C(=O)Nc3ccc(S(=O)(=O)Nc4onc(C)c4C)cc3)c3ccccc3n2)cc1
  A = -5; B = 0.91; C = -2; D = 2; E = 13; F = 4; G = 9; H = 1; I = -8

Cc1cccc(NC(=S)NNc2ncc(C(F)(F)F)cc2Cl)c1
  A = -48; B = 0.89; C = -6; D = 10; E = 8; F = 15; G = 11; H = 1.5; I = 7

CCOC(=O)CC(=O)CSc1nc2c(c(-c3cccs3)c1C#N)CCC2
  A = -1; B = 0.94; C = -3; D = 42*; E = 14; F = 26; G = 6; H = 1; I = 7

Cc1c(C=N)c(O)n(C)c(=O)c1C#N
  A = -10; B = 1; C = 0; D = -8; E = 9; F = 10; G = -3; H = 1.1; I = -11

COc1ccc(CNC(=O)c2nn(C)c3c2CS(=O)(=O)c2ccccc2-3)cc1
  A = 32; B = 0.98; C = 3; D = 21; E = 14; F = -2; G = 2; H = 0.68; I = 4

COC(=O)c1c(-c2c(Cl)cccc2Cl)noc1NC(=O)NN1CCCCC1
  A = 8; B = 1; C = -10; D = 23; E = 32; F = 22; G = -1; H = 0.92; I = 7

Cc1cccc(CN2CCN(CC(=O)NCc3cccs3)C2=O)c1
  A = -6; B = 1.1; C = -2; D = 21; E = 11; F = -2; G = -6; H = 1.1; I = -7

CCN(C(=O)COC(=O)c1cccnc1Nc1ccccc1F)C1CCS(=O)(=O)C1 (centres undefined)
  A = 7; B = 0.99; C = -10; D = 22; E = 17; F = 9; G = 1; H = 0.93; I = 8

O=C1/C(=C/c2cccnc2)SC(=S)N1CC1CCCO1 (centres undefined)
  A = -34; B = 0.95; C = 1; D = 19; E = 24; F = 28; G = 5; H = 1.3; I = -10

COc1ccc(NC(=O)C2CCCN(S(=O)(=O)c3ccccc3)C2)c(OC)c1 (centres undefined)
  A = 10; B = 0.93; C = -4; D = 23; E = -11; F = 12; G = 7; H = 0.91; I = 4

O=C(CN1CCN(c2ccccc2)CC1)NCc1ccc(F)cc1
  A = -15; B = 1.1; C = -2; D = 3; E = 7; F = -14; G = -7; H = 1.2; I = -1

O=C(CN1CCC(NC(=O)Nc2ccccc2)CC1)Nc1cccc([N+](=O)[O-])c1
  A = 6; B = 1; C = -6; D = -6; E = 23; F = 3; G = -2; H = 0.94; I = 6

O=C(NCc1ccc2c(c1)OCO2)c1nc(S(=O)(=O)Cc2ccccc2)ncc1Cl
  A = -2; B = 0.93; C = -6; D = 55*; E = 13; F = 39; G = 7; H = 1; I = 1

CCC(=O)c1cc(-c2nc3ccccc3n2C)n(C)c1
  A = 9; B = 0.99; C = -9; D = 23; E = 12; F = 17; G = 1; H = 0.91; I = -4

Cc1cc(OCC(=O)Nc2cc(C(C)(C)C)on2)ccc1[N+](=O)[O-]
  A = 16; B = 0.89; C = 6; D = -37; E = 25; F = -19; G = 11; H = 0.84; I = 27

CC(C)(C)c1cc(NC(=O)Nc2ccc(Br)cc2Cl)no1
  A = -10; B = 1.2; C = -3; D = 29; E = 11; F = 42*; G = -20; H = 1.1; I = 25

O=C(Nc1cccc(-c2nc3ccccc3[nH]2)c1)c1cccc(NC(=O)c2ccco2)c1
  A = 19; B = 1.1; C = -8; D = 16; E = -4; F = -2; G = -7; H = 0.81; I = -24

Cc1ccc2ncccc2c1NC(=S)NC(=O)c1ccccc1
  A = -7; B = 0.9; C = -4; D = 35; E = 4; F = 10; G = 10; H = 1.1; I = 0

COC(=O)c1nn(-c2ccccc2)c(-c2ccccc2)c1C(=O)c1ccccc1
  A = -18; B = 1; C = -8; D = 22; E = 7; F = 10; G = 0; H = 1.2; I = 11

COc1ccc(-n2c(SCC(=O)Nc3cc(C)on3)nc3c([nH]c4ccccc43)c2=O)cc1OC
  A = -7; B = 0.99; C = -12; D = 15; E = -10; F = 14; G = 1; H = 1.1; I = 13

C/C(O)=C(/C#N)c1nc2ccccc2[nH]1
  A = -3; B = 0.83; C = -2; D = -21; E = 9; F = 0; G = 17; H = 1; I = -7

# Structures listed so far shown as hits in TIM10 inh.
SMILES | hIAP block | mIAP activ | ATG4B inh | tim10-1 inh | NLRP3 yeast inh | TIM10 inh | mIAP inh | hIAP act
CC(C)(C)c1cc(NC(=O)Nc2ccc(Br)cc2Cl)no1 | -10 | 1.2 | -3 | 29 | 11 | 42* | -20 | 1.1

# New compounds follow
# Keys: A = hIAP block; B = mIAP activ; C = ATG4B inh; D = tim10-1 inh; E = NLRP3 yeast inh; F = TIM10 inh; G = mIAP inh; H = hIAP act; I = Apaf-1 inh
Cc1sc(NC(=O)/C=C/c2ccco2)c(C(=O)O)c1C
  A = 0; B = 0.98; C = 1; D = -2; E = -2; F = -1; G = 2; H = 1; I = -6

COc1ccc(S(=O)(=O)N2CCN(C(=O)CC3CC4CCC3C4)CC2)cc1 (centres undefined)
  A = -1; B = 1.1; C = -5; D = 32; E = 23; F = 15; G = -7; H = 1; I = 10

CCOC(=O)c1ccc(N2CSC3=C(C#N)C(c4cccs4)CC(=O)N3C2)cc1 (centres undefined)
  A = 12; B = 0.8; C = -9; D = -4; E = 5; F = -6; G = 20; H = 0.88; I = 55*

O=C(NCCN1CCOCC1)c1cc2cc(Br)ccc2oc1=O
  A = 0; B = 0.91; C = -2; D = 4; E = -4; F = -13; G = 9; H = 1; I = 3

# Compounds listed so far containing an aryl thioether with sulfur outside any ring, in the order listed:
# Keys: A = hIAP block; B = mIAP activ; C = ATG4B inh; D = tim10-1 inh; E = NLRP3 yeast inh; F = TIM10 inh; G = mIAP inh; H = hIAP act; I = Apaf-1 inh
CCOC(=O)CC(=O)CSc1nc2c(c(-c3cccs3)c1C#N)CCC2
  A = -1; B = 0.94; C = -3; D = 42*; E = 14; F = 26; G = 6; H = 1; I = 7

COc1ccc(-n2c(SCC(=O)Nc3cc(C)on3)nc3c([nH]c4ccccc43)c2=O)cc1OC
  A = -7; B = 0.99; C = -12; D = 15; E = -10; F = 14; G = 1; H = 1.1; I = 13

# Copied from the list:
# In Apaf-1 inh, COc1ccc(S(=O)(=O)N2CCN(C(=O)CC3CC4CCC3C4)CC2)cc1 (centres undefined) shows 10
# In tim10-1 inh, CCOC(=O)c1ccc(N2CSC3=C(C#N)C(c4cccs4)CC(=O)N3C2)cc1 (centres undefined) shows -4

# Record cards, from the list above:
# Record of Cc1sc(NC(=O)/C=C/c2ccco2)c(C(=O)O)c1C = hIAP block: 0; mIAP activ: 0.98; ATG4B inh: 1; tim10-1 inh: -2; NLRP3 yeast inh: -2; TIM10 inh: -1; mIAP inh: 2; hIAP act: 1; Apaf-1 inh: -6
# Record of COc1ccc(S(=O)(=O)N2CCN(C(=O)CC3CC4CCC3C4)CC2)cc1 (centres undefined) = hIAP block: -1; mIAP activ: 1.1; ATG4B inh: -5; tim10-1 inh: 32; NLRP3 yeast inh: 23; TIM10 inh: 15; mIAP inh: -7; hIAP act: 1; Apaf-1 inh: 10
